Screening results (PubChem BioAssay)
ZTA counter = ZTA (EBV) inhibition in EBNA-1 counter-screen; ZTA-DNA binding, fluorescence polarization; P03206; inhibition, % at 11 µM; 0.15% of 320,000 active; in the data active = inhibition above about 33%
EBNA-1 inhibitor = blocks EBNA-1 binding to DNA; 0.34% of 300,000 active; inhibition, % at 14.8 µM; EBNA-1 DNA binding, fluorescence polarization; AID 1950; in the data active = inhibition above about 28%
LAP4-GFP MLPCN = yeast TOR pathway LAP4-GFP modulation. S. cerevisiae LAP4-GFP multiplex, flow cytometry GFP, 3 h; median GFP as percent of DMSO wells. GFP response vs DMSO, % at 10 µM. 0.34% of 320,000 active;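 active = GFP response vs DMSO above a set limit, about the screen mean plus 3 SD, cut at about 150% in these data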
proCasp7 act = counter-screen: procaspase-7 (human) activation; P55210; recombinant procaspase-7, Ac-DEVD-pNA absorbance 405 nm; D23A/D198A/D206A triple mutant, cannot self-cleave; scale: DMSO 0, 5 µM enzyme 100; activation, % at 8.5 µM; 0.093% of 330,000 active;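 active = percent activation above the screen-wide mean plus 3 SD, cut at about 25% in these data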
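System: Uncleavable procaspase-7 mutant enzyme; Amount: 2 µM procaspase-7 mutant as dispensed; Schedule: 1 h compound preincubation, 2 h substrate cleavage, 25 °C; Measured by: 405 nm absorbance of p-nitroaniline; Evaluation: percent activation from buffer-corrected 0–120 min absorbance change; Control set: low DMSO alone, high DMSO plus 5 µM PC-7.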
AHR act = activates the human aryl hydrocarbon receptor | AID 2796 | activation, % at 5 µM | P35869 | 2.5% of 320,000 active | AHR-responsive luciferase reporter cells, luminescence; in the data active = activation above about 47%;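 also: 0% = vehicle wells and 100% = reference agonist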
RPL19A-GFP yeast = alters RPL19A-GFP fluorescence in TOR pathway yeast screen; 0.3% of 330,000 active; S. cerevisiae RPL19A-GFP strain, flow cytometry, 3 h; active compounds read low; AID 2025; percent response vs DMSO, % at 10 µM;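 active = percent response vs DMSO below 50%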;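 also: median channel GFP fluorescence of the barcoded RPL19A-GFP strain; ratio of sample median GFP to plate DMSO average so 100% = DMSO; lower means less RPL19A-GFP as with rapamycin TOR inhibition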
procasp3 activ = activates human procaspase-3; P42574; recombinant procaspase-3 D3A, Ac-DEVD-pNA absorbance 405 nm; activation, % at 8.5 µM; 0.11% of 330,000 active;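 active = activation above the mean of all tested compounds plus 3 SD, cut at about 21% in these data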;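 also: 0% = DMSO alone and 100% = DMSO wells spiked with extra 5 µM PC-3 D3A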
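Assay system: Autoprocessing-dead procaspase-3 D3A mutant enzyme; also added: Ac-DEVD-pNA; doses: one concentration, 8.5 µM nominal, 0.8% DMSO; times: 1 h compound preincubation, 2 h substrate hydrolysis at 25 °C; technique: 405 nm absorbance of p-nitroaniline, reads at 0 and 120 min; measure: % activation between DMSO and enzyme-spiked controls; repeats: single replicate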
MEP2-GFP yeast = yeast TOR pathway MEP2-GFP modulation; S. cerevisiae MEP2-GFP strain, flow cytometry GFP, 3 h; 100% = DMSO control level; GFP response vs DMSO, % at 10 µM; 0.51% of 330,000 active;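 active = GFP response versus DMSO above a set limit, roughly screen mean plus 3 SD, cut at about 180% in these data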;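 also: median GFP fluorescence of the barcode-gated MEP2-GFP cells per well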
* = called active by the depositor; . = no result given.

SMILES	ZTA counter	EBNA-1 inhibitor	LAP4-GFP MLPCN	proCasp7 act	AHR act	RPL19A-GFP yeast	procasp3 activ	MEP2-GFP yeast
Cc1ccc([N+](=O)[O-])cc1/C=N/Nc1nnnn1-c1ccccc1	-7.5	0.1	100.1	7.4	3.2	105.0	7.1	110.9
CC(C)=CCCC(C)CN1CCC(N2CCC(C(=O)N3CCCC3)CC2)CC1 (stereo unspecified)	4.9	9.9	107.6	15.6	-0.5	99.4	5.1	96.9
Cc1nnc(NC(=O)CCS(=O)(=O)Cc2ccccc2)s1	1.9	-4.9	79.3	-1.4	5.5	87.4	2.1	91.2
Cc1ccc(CN2CCN(/N=C/c3cccn3C)CC2)c(C)c1	-21.1	-0.3	93.0	-15.3	1.2	102.4	-7.4	98.5
Cc1ccc(S(=O)(=O)N2CCC(C(=O)OCC(=O)N(C)Cc3ccccc3)CC2)cc1C	5.5	-9.1	104.1	2.8	3.6	99.9	9.2	101.2
Cc1ccc(/C=N/NC(=O)CSCc2ccc(Cl)cc2)cc1	7.8	11.1	106.0	-1.3	1.2	95.9	3.7	105.4
Cc1cc2ccccn2c1C(=O)c1ccccc1F	8.0	5.4	103.3	-6.0	0.2	95.2	-1.6	99.1
Cc1[nH]c2ccc(C(=O)NCc3ccccn3)cc2c1C	6.8	-3.8	95.8	14.8	29.5	96.2	-2.0	97.5
COc1ccc(CCC(=O)NCc2cn3ccsc3n2)cc1	-1.2	1.6	96.2	2.8	-1.4	98.0	-3.1	100.4
N#CCCNc1ccc(OCCC#N)cc1	9.7	-2.4	106.9	-6.5	-0.7	98.4	6.0	100.3
O=C(Cc1cc(=O)[nH][nH]1)N/N=C/c1ccccc1[N+](=O)[O-]	2.1	4.7	89.2	-3.9	2.3	101.6	10.3	104.8
Cc1c(S(=O)(=O)Nc2ccc(Oc3ccccc3)cc2)c(=O)n(C)c(=O)n1C	-11.8	8.9	101.4	-6.2	7.3	104.3	-2.4	108.3
CCc1ccc(C(=O)NNC(=O)C2CC(=O)N(Cc3ccccc3)C2)cc1 (stereo unspecified)	-1.6	-7.7	89.3	5.6	-1.3	86.5	-5.9	88.1
CC(=O)Nc1ccc2c(c1)OCCOCCOc1cc(NC(C)=O)ccc1OCCOCCOCCO2	11.2	6.3	102.1	6.2	0.4	98.8	3.2	102.9
O=C(Cc1ccccc1)NN1CCCCC1	-14.2	-8.1	94.0	-4.9	2.1	105.0	2.0	103.7
Cc1nc(NCCN2CCOCC2)c2oc3ccccc3c2n1	-6.8	-3.5	106.0	4.8	4.0	102.3	-0.9	109.0
COc1ccc(Cc2nnc(NC(=O)C3CC(=O)N(c4ccc(OC)cc4)C3)s2)cc1 (stereo unspecified)	9.8	-5.1	91.9	-0.4	-0.5	98.4	4.7	99.4
COc1ccc(N2CC(C(=O)O)CC2=O)cc1 (stereo unspecified)	-6.1	-4.0	94.8	-0.8	-0.2	95.2	2.9	95.4
CC[N+](CC)(CC)C/C(N)=N/O	7.7	2.8	96.1	6.7	-0.3	102.1	-0.8	101.9
CCOC(=O)c1cnc2c(C)cc(C)cc2c1Nc1ccc(S(=O)(=O)Nc2ncccn2)cc1	-14.5	-3.8	89.3	17.4	-1.7	105.8	-0.8	101.0
Nc1ncnc2c1ncn2[C@@H]1O[C@H](COS(=O)(=O)O)[C@@H](O)[C@H]1O	-14.2	.	100.1	3.4	-0.6	101.5	3.8	92.0
CCOc1ccc(S(=O)(=O)n2c([N+](=O)[O-])cnc2C)c(C)c1C	4.8	8.5	91.1	-2.7	1.8	99.0	14.7	100.3
CC(=O)Nc1ccc(NC(=O)C(C)OC(=O)c2cc(S(=O)(=O)N3CCOCC3)ccc2Cl)cc1 (stereo unspecified)	-6.1	-2.1	104.8	-3.3	0.3	104.0	-19.6	101.3
Cc1csc(NC(=O)CCCC(=O)c2ccccc2)n1	-7.8	0.6	104.9	0.8	0.2	109.0	-3.2	115.6
COc1ccc(CCNC(=O)CN(c2ccccc2)S(C)(=O)=O)cc1OC	6.5	-4.8	98.3	7.3	1.3	93.5	-5.5	92.2
Other entries
SMILES	ZTA counter	EBNA-1 inhibitor	LAP4-GFP MLPCN	proCasp7 act	AHR act	RPL19A-GFP yeast	procasp3 activ	MEP2-GFP yeast
N#Cc1ccccc1OCC(=O)NC(=O)NCc1ccco1	16.9	-13.0	98.7	-4.0	12.3	104.9	-5.2	106.0
CCCCNC(=S)N/N=C1\CCCCc2ccccc21	1.3	5.4	99.0	-3.8	13.7	100.8	2.8	101.0
Cc1ccc(S(=O)(=O)N/N=C/c2c(C)nn(-c3ccccc3)c2C)cc1	10.2	6.8	100.9	5.7	5.8	97.5	3.4	98.3
CCN(CC)CCOc1nnc(-c2ccc(OC)cc2)c2ccccc12	2.6	-8.8	98.6	2.2	6.0	103.8	-4.5	109.0
O=C(NC(=S)Nc1ccc(NC(=O)c2cccs2)cc1)c1ccco1	0.0	8.0	106.6	-11.4	2.4	100.0	-4.2	101.4
CC(C)Nc1nc(Cl)nc(NCCOc2ccccc2)n1	-20.6	-4.2	100.7	0.7	11.4	102.6	4.9	106.1
CCCOc1ccc(/C=C2/C(=O)ON=C2C)cc1Cl	-16.9	-20.7	118.9	4.3	1.1	106.6	-9.4	99.3
C=CCc1c(C)nc(SCCC)[nH]c1=O	-6.3	-7.3	97.7	1.3	-0.4	98.5	4.2	100.2
COCCNC(=O)C(c1ccc(Cl)cc1)N(Cc1ccco1)C(=O)CCC(=O)Nc1ccccn1 (stereo unspecified)	-8.5	-15.2	113.7	-3.8	-4.5	95.8	-2.4	125.0
CCOCCCNC(=O)c1c(C)[nH]c(C(=O)OCC)c1C	6.1	7.8	99.3	14.6	9.8	102.7	5.3	93.7
NC(=S)N/N=C/c1coc2cc(Cl)ccc2c1=O	8.5	8.1	84.6	-18.9	60.2*	101.9	2.5	90.3
O=C(COC(=O)/C=C/c1ccc(OC(F)F)cc1)NCCN1C(=O)CSC1=O	-9.3	-9.0	104.2	2.7	-0.4	101.2	-3.4	98.0
CCOC(=O)Cn1c2c(c(=N)c3c1CCC3)CCC2	-7.6	-11.0	97.8	-2.9	-0.9	98.2	13.1	99.7
Cc1ccc(C)c(N=Cc2c(O)c3ccccc3oc2=O)c1	-1.3	-14.7	85.5	19.3	8.3	101.0	10.0	108.0
CCCCN(CC)C(=O)CN1C(=O)c2ccccc2C1=O	1.1	4.3	105.2	1.6	-3.3	95.7	0.9	94.8
O=c1c2c(nc3c(-c4ccccc4)c[nH]n13)CCCC2	-6.3	-4.4	98.1	11.6	13.5	101.1	3.6	103.3
CCCN1C(=O)C(NS(=O)(=O)c2ccc(N)cc2)(C(F)(F)F)C(C(=O)OC)=C1C (stereo unspecified)	11.4	-1.7	91.0	-1.5	-4.5	98.7	1.3	103.3
CCN1C(=O)/C(=C/c2ccc(C)s2)SC1=Nc1ccc(OC)cc1	-2.6	-3.9	101.3	15.0	5.9	106.1	2.1	106.2
Cc1c(Nc2ncnc3c2cnn3-c2ccccc2)c(=O)n(-c2ccccc2)n1C	4.4	-5.2	101.0	4.1	0.9	100.5	-3.7	103.9
CN(Cc1c(C(=O)N/N=C/c2cccc(F)c2)nnn1-c1nonc1N)c1ccccc1	13.5	-3.9	96.1	-0.4	0.0	96.7	5.7	100.4
O=C(NCc1ccccn1)c1cc(-c2ccc(-c3ccccc3)cc2)nc2ccccc12	-1.7	1.1	115.7	0.6	66.0*	91.0	10.1	79.5
CCOC(=O)CNC(=O)CSc1nnnn1-c1cc(C)ccc1C	-3.1	0.0	102.3	1.1	1.4	96.8	-2.8	117.5
O=C(NCCc1ccccc1)C1CCC(CNS(=O)(=O)c2ccc(F)cc2)CC1 (stereo unspecified)	0.3	9.4	105.6	4.2	2.4	104.8	-3.9	113.4
CNc1ccc(C(=O)c2ccccc2C(=O)O)cc1[N+](=O)[O-]	13.8	-4.0	85.2	3.0	0.4	93.4	-2.5	88.2
COCCNC(=O)C(=O)NCC1OCCN1C(=O)c1ccc(Cl)cc1 (stereo unspecified)	-6.1	0.9	104.4	4.1	-1.8	102.0	1.0	95.3
Next results:
SMILES	ZTA counter	EBNA-1 inhibitor	LAP4-GFP MLPCN	proCasp7 act	AHR act	RPL19A-GFP yeast	procasp3 activ	MEP2-GFP yeast
O=S(=O)(Nc1ccccn1)c1ccc(Oc2ccccc2)cc1	-11.4	4.0	107.3	5.7	0.8	94.1	0.6	98.5
O=C(Nc1ccncc1)c1cc2ccccc2cc1O	10.2	4.7	105.3	0.2	37.4	101.1	4.3	108.9
CN1CCc2nc3sc(C(=O)NCc4ccccc4)c(N)c3cc2C1	-3.6	4.2	94.4	5.5	35.4	100.1	3.3	103.8
Cc1ccc(S(=O)(=O)C(NC(=O)c2ccccc2)=C(Cl)Cl)cc1	2.0	-21.4	93.5	1.1	-1.7	96.6	-2.0	96.7
O=C(Nc1ccc2c(c1)OCCO2)c1ccccn1	-9.5	-5.3	100.8	-4.2	9.4	95.2	2.7	96.4
Cc1ccc(SCC(=O)NC2CCS(=O)(=O)C2)cc1C (stereo unspecified)	3.5	.	98.0	4.9	2.4	94.8	5.7	99.3
Cc1nc(C(=O)Nc2cccc(Cl)c2Cl)nn1-c1cc(OC(C)C)c(Cl)cc1Cl	22.9	13.9	91.1	12.1	-2.0	105.0	-1.1	113.2
COc1ccccc1-n1cnnc1SCC(=O)Nc1nc(C)c(Cl)cc1Cl	-11.4	-7.9	92.0	1.4	0.7	94.4	5.7	99.9
COc1ccc(OCC(=O)Nc2ccc(N3CCCCC3)cc2)cc1	-23.9	-9.3	103.6	-3.2	3.3	111.0	0.3	107.6
Cn1c(CC(=O)Nc2ccc(Cl)c(Cl)c2)nnc1SCC(=O)NCc1ccccc1	15.8	14.2	96.0	2.4	3.9	92.0	1.9	93.5
O=C(NCCOc1cccc(Oc2ccccc2)c1)c1cc(-n2cnnc2)ccc1Cl	7.0	1.5	105.9	1.2	-1.1	96.6	-4.2	104.6
O=C(c1ccc(F)cc1)c1cc2ccc(O)cc2oc1=O	-8.7	4.1	91.8	-11.5	-0.4	91.8	-10.3	88.2
O=C(C[C@H]1C(=O)N(Cc2ccccc2)C[C@@H]1Cc1ccccc1)Nc1ccccc1	7.2	6.2	129.2	3.8	5.2	97.5	-1.8	94.2
C=CCC[C@@H](Cc1ccc(F)cc1)C(=O)OC[C@H](Cc1c[nH]c2ccccc12)NC(=O)[C@H](CC=C)CC(=O)N(CCO)Cc1ccccc1	.	.	92.0	12.4	-0.3	93.9	-1.2	96.0
O=C(NCc1cccnc1)C(=O)NCC(c1ccco1)N1CCN(c2ccccc2)CC1 (stereo unspecified)	15.4	-0.5	100.8	1.9	-4.3	106.4	-1.4	100.4

Rows were taken by chance; 3.8% or so of the library scored in one or more.
